Screens deposited in PubChem by several laboratories.
INS promoter inh: TRM-6 insulin promoter activity inhibition; 0.9% of 130,000 active; TRM-6 cells (human fetal islet line), insulin promoter-eGFP reporter, imaging; reporter expression induced with tamoxifen; inhibition, % at 2 µM;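 active = inhibition above the mean plus 3 SD, with well images judged a real hit on visual review, cut at about 60% in these data, passing the limit was not always enough; inconclusive = inhibition over the cutoff but images rejected on review; inactive = inhibition not above the cutoff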
SDO1 yeast rescue: compounds rescuing growth of sdo1-depleted yeast, bone marrow failure model; S. cerevisiae sdo1-depleted JHY4D growth rescue, OD600 30 h; hits give high values; pdr5 snq2 efflux-pump mutant strain; z-score at 10 µM; 0.21% of 140,000 active; AID 817;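 active = z-score above 3 at both the 24 hr and the 30 hr optical density reads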;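 note: z-score against mean and SD of all compound wells on the same plate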
SDO1 yeast rescue Rescue 24 h: also measured in SDO1 yeast rescue; calls as there; z-score; S. cerevisiae sdo1-depleted JHY4D growth rescue, OD600; measured here: growth rescue at 24 h;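 0 is the plate mean of compound wells and units are plate SD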
Active calls of the source: *; ? = inconclusive; . = no result given.

SMILES	INS promoter inh	SDO1 yeast rescue	SDO1 yeast rescue Rescue 24 h
CCc1nnc(NC(=O)CSc2nnc(-c3ccccc3OC)n2-c2ccccc2)s1	28.6	0.34	0.41
Cc1nc2c(-c3ccccc3)c(C)nn2c(C)c1CC(=O)O	.	0.43	-0.21
COc1ccc(CCC(=O)NCCc2cn3c(C)csc3n2)cc1	.	0.17	-0.05
CCN(CC)c1ccc(N=Nc2ncn[nH]2)cc1	63.6	.	.
N#CC(=C1CCCC1)c1nc(-c2ccc(Cl)cc2)cs1	-8.6	-0.98	-0.23
CCN1CCN(c2ncnc3c2oc2nc(C)c4c(c23)CC(C)(C)OC4)CC1	-13.5	.	.
CC(=O)N/C(=C\c1ccccc1)C(=O)OCC(=O)N1CCCCCC1	32.4	1.23	0.85
O=C(O)CC1CCC(=C(Cl)Cl)C1 (stereo not given)	.	-1.15	-0.33
CC1(C)CC(=O)N(CC(=O)NCc2ccccc2)c2ccccc2S1(=O)=O	.	1.8	0.91
COc1ccc(C=C(C(C)=O)C(C)=O)cc1OC	.	0.57	0.32
CCOC(=O)c1c(NC(=O)C2c3ccccc3Oc3ccccc32)sc(C(N)=O)c1C	0.0	0.03	1.72
Cc1cc(=O)n2nc(N3CCC(C(=O)N4CCN(Cc5ccccc5)CC4)CC3)sc2n1	-431.2	1.62	1.58
CCOc1cc(-c2ccccc2)nc(N)n1	.	-0.81	-0.69
Cc1cc(S(=O)(=O)N(C)CCc2ccccc2)ccc1-n1cnnn1	.	1.56	0.16
Cn1c(SCC(=O)N2CCOCC2)nnc1-c1ccc(NC(=O)c2ccccc2F)cc1	.	-0.72	-1.47
COC(=O)c1cc(C)sc1NC(=O)CC1Nc2ccccc2NC1=O (stereo not given)	40.5	.	.
CCOc1c2ccc(C(=O)NCc3ccc4c(c3)OCO4)cc2nn1CC	.	0.31	-0.04
CC(O)(C#CCN1CCCCC1)c1ccccc1 (stereo not given)	37.5	0.99	2.02
Cc1nc2sc3c(c2c(=O)n1NC(=O)CCl)CCCC3	60.0	.	.
CCc1ccc(C(=O)NCC2COc3ccccc3O2)o1 (stereo not given)	.	-0.51	-1.32

Arranged by the number under SDO1 yeast rescue Rescue 24 h (descending): five of the compounds above
SMILES	INS promoter inh	SDO1 yeast rescue	SDO1 yeast rescue Rescue 24 h
CC(O)(C#CCN1CCCCC1)c1ccccc1 (stereo not given)	37.5	0.99	2.02
Cc1cc(=O)n2nc(N3CCC(C(=O)N4CCN(Cc5ccccc5)CC4)CC3)sc2n1	-431.2	1.62	1.58
COc1ccc(C=C(C(C)=O)C(C)=O)cc1OC	.	0.57	0.32
CCOc1cc(-c2ccccc2)nc(N)n1	.	-0.81	-0.69
CCc1ccc(C(=O)NCC2COc3ccccc3O2)o1 (stereo not given)	.	-0.51	-1.32

Going on with the list:
SMILES	INS promoter inh	SDO1 yeast rescue	SDO1 yeast rescue Rescue 24 h
CC(=O)c1ccc(OCCCC(=O)NC2CCCc3ccccc32)cc1 (stereo not given)	-8.8	1.7	1.76
CCOC(=O)c1sc(N)nc1C(C)C	.	0.73	0.54
CCOC(=O)Nc1ccccc1N1C(=O)c2ccccc2C1=O	.	0.9	-0.42
O=C(NCC(c1ccco1)N1CCN(c2ccccc2)CC1)c1ccc2c(c1)OCO2 (stereo not given)	44.4	.	.
COC(=O)c1ccc(OCCN2C3=NCCN3c3ccccc32)cc1	.	-0.78	-1.14
CCOC(=O)NC1(C(F)(F)F)C(=O)N(Cc2ccccc2)C2=C1C(=O)CC(C)(C)C2 (stereo not given)	2.9	-0.95	-1.19
COCn1c(-c2cccc(Br)c2)nc2ccccc21	.	-1.22	-1.31
O=C(N/N=C\c1ccc(-c2ccccc2[N+](=O)[O-])o1)C1COc2cc3ccccc3cc2O1 (stereo not given)	-23.3	-0.49	0.01
CCOC(=O)CSc1ncnc2c1cnn2-c1ccc(C)cc1C	11.1	.	.
Cc1nc2ccc(N)cc2c(=O)n1Cc1ccc(Cl)cc1	.	-1.05	-1.44
CCN(CC)S(=O)(=O)c1ccccc1/C=N\O	-14.3	0.37	-0.27
COCCn1c(=O)[nH]c2cc(C(=O)NCC3CCCO3)ccc2c1=O (stereo not given)	.	0.54	0.22
O=C1c2ccccc2C(=O)N1CCc1csc(-c2cccc(Cl)c2)n1	-116.7	-1.13	0.25
CCn1c(SCC(=O)c2cc(C)ccc2C)nc2cc(S(=O)(=O)N3CCOCC3)ccc21	-23.1	-1.09	-1.26
O=C(CSc1nnc(CCCOc2ccc(Cl)cc2Cl)o1)Nc1ccc(C(=O)O)cc1	-3.9	1.73	-0.16
CNS(=O)(=O)c1cc(C(=O)OCC(=O)NC2CCCc3ccccc32)ccc1Cl (stereo not given)	1.6	0.53	0.24
Cc1onc(-c2c(F)cccc2Cl)c1C(=O)Nc1nnc(C2CC2)s1	.	0.03	0.24
Cc1ccc(/C=N/NC(=O)CSc2nnc(-c3ccccc3)n2-c2ccc(Cl)cc2)o1	-8.8	0.05	-0.34
COc1ccc(CNC(=O)CSCc2cnn(-c3ccccc3)c2-n2cccc2)cc1	4.2	-0.84	-0.68
COc1cc2c(cc1OC)CN(CC(=O)Nc1ccc(C#N)cc1)CC2	-18.3	0.98	0.66
CCCCn1c(=O)c(C(=O)OCC)c(O)c2ccccc21	.	-0.04	-0.6
Cc1ccc2nsnc2c1NC(=O)c1ccccc1[N+](=O)[O-]	-15.4	0.36	0.1
COC(=O)c1sc(NC(=O)c2ccoc2C)nc1C	-18.8	-0.55	-0.38
CN(C)c1ccc(P(=O)(OCc2ccccc2)C(O)c2cccnc2)cc1 (stereo not given)	16.7	0.43	0.89
COc1ccc(NC(=O)C(NC(=O)CNC(C)=O)c2ccc(C)cc2)cc1 (stereo not given)	-12.5	1.94	1.89
COc1ccc(NC(=O)C2CC(=O)N(c3cccc(C)c3C)C2)cc1 (stereo not given)	0.0	0.31	-0.12
C=CCn1c(N)c(C(=O)NCC2CCCO2)c2nc3ccccc3nc21 (stereo not given)	.	0.16	0.32
O=[N+]([O-])c1ccc(S(=O)(=O)NCC(c2cccnc2)N2CCOCC2)cc1 (stereo not given)	-50.0	.	.
OCCN1CCN(c2ncnc3ccc(Br)cc23)CC1	.	0.65	1.86
O=C(CSc1nnc(-c2ccncc2)n1-c1ccc(F)cc1)NNC(=O)c1cccc(O)c1	14.3	-0.12	-0.98
O=C(Cc1cccs1)NCc1cccs1	43.8	2.12	1.75
COc1ccc(C2CC(O)(C(C)(C)O)NO2)cc1 (stereo not given)	-20.0	1.14	1.19
COC(=O)c1ccccc1NC(=O)N1CCN(C/C=C/c2ccccc2)CC1	-20.6	-0.12	0.23
O=C(NCCc1ccccc1)C(=Cc1ccc(C(=O)O)cc1)C(=O)NCCc1ccccc1	-33.3	.	.
CCOc1ccc(NC(=O)c2ccc(NC(=O)c3cn4c5c(c(N6CCN(C)CC6)c(F)cc5c3=O)OCC4C)cc2)cc1 (stereo not given)	-87.5	0.27	0.72
CCOC(=O)c1nnn(-c2ccc([N+](=O)[O-])cc2)c1C	0.0	.	.
COCC(=O)NC1CCN(CC(=O)Nc2ccc(OC)cc2[N+](=O)[O-])CC1	16.7	0.54	-0.22
Clc1ccc(NNc2ccnc3cc(Cl)ccc23)cc1	-26.9	-0.07	-0.48
COc1cc(/C=C/C(=O)OCC(=O)NCC2CCCO2)ccc1OCC#N (stereo not given)	33.3	1.88	1.66
Cc1cc(C)n(Cc2ccccc2Cl)n1	18.2	0.72	0.6

Whole records from above. Order of values: INS promoter inh | SDO1 yeast rescue | SDO1 yeast rescue Rescue 24 h
Results for `OCCN1CCN(c2ncnc3ccc(Br)cc23)CC1` = . | 0.65 | 1.86
Results for `Cc1ccc2nsnc2c1NC(=O)c1ccccc1[N+](=O)[O-]` = -15.4 | 0.36 | 0.1
Results for `COC(=O)c1sc(NC(=O)c2ccoc2C)nc1C` = -18.8 | -0.55 | -0.38
Results for `CCOC(=O)c1nnn(-c2ccc([N+](=O)[O-])cc2)c1C` = 0.0 | . | .

Further results.
SMILES	INS promoter inh	SDO1 yeast rescue	SDO1 yeast rescue Rescue 24 h
CCOC(=O)c1nn(-c2cccc(OC)c2)c2nc(Nc3ccccc3)cc(=O)n12	-38.5	-0.42	1.32
CCC(=O)Nc1cc(C(=O)OCC(=O)c2ccccc2)ccc1C	0.0	-0.06	0.2
CC(C)n1c(SCC(=O)Nc2ccccc2N2CCCCC2)nc2c1c(=O)n(C)c(=O)n2C	0.0	-0.51	0
O=C(c1ccc(OCC2CCCO2)cc1)N1CCc2ccccc2C1 (stereo not given)	41.7	.	.
O=C(NNc1ccccn1)C(=O)NNS(=O)(=O)c1ccc(Cl)cc1	31.8	0.01	0.06
CCOc1ccc(C2CC(c3ccc(Br)cc3)Nc3nc(N)nn32)cc1 (stereo not given)	44.8	.	.
Cc1cc(NC(=O)CSc2ccc3c(c2)OCCO3)no1	16.7	0.01	0.68
Cc1cccc(NC(=S)N2CCN(Cc3ccccc3)CC2)c1C	.	0.4	0.3
O=C(COC(=O)CC1CCCC1)Nc1cc2c(cc1Cl)C(=O)c1ccccc1C2=O	-13.3	-1.18	-0.28
NC(=O)Cc1ccc(C(=O)c2ccccc2F)s1	?	.	.
Cc1ccc(CNC(=O)/C=C/c2ccccc2Cl)cc1	6.7	-1.25	-1.21
CC1=NN(c2nc(-c3ccccc3)cs2)C(=O)C1	-30.0	-0.11	0.12
CCn1c2ccccc2c2cc(NC(=O)c3ccc([N+](=O)[O-])cc3)ccc21	-25.0	-0.29	-0.11
N#Cc1c(-c2ccco2)ccn(Cc2cccc(F)c2)c1=O	-11.1	.	.
O=C(NCCc1ccc(Cl)cc1)C1CCC(CNc2nc(=S)[nH]c3ccccc23)CC1 (stereo not given)	21.4	.	.
CC1=C(C)CC(C(=O)Nc2nc(-c3ccc(F)cc3)c(C)s2)C(C(=O)O)C1 (stereo not given)	0.0	-0.35	-0.31
Cc1cc(C(=O)C(=O)O)c(C)n1-c1ccc(Cl)c(Cl)c1	4.8	.	.
Cc1cc(C(F)(F)F)nn1CC(=O)N1CCOCC1	42.9	0.29	-0.36
Cn1c(N2CCN(C(=O)NCc3ccccc3)CC2)nc2ccccc21	.	0.9	0.87
COc1ccc(-n2c(SCC(=O)Nc3ccc(C(=O)O)cc3)nnc2-c2cccs2)cc1	4.5	1.66	0.96
CCC(C)(C(=O)NC1CCCC1)N(C(=O)c1ccccn1)c1ccc(C)cc1 (stereo not given)	.	0.73	0.76
COc1ccc(OCC(=O)N2N=C(C(F)F)CC2(O)C(F)F)cc1 (stereo not given)	1.6	0.29	-0.16
COc1ccc(C(C)=O)c2c1OCCO2	42.9	0.57	-0.47
CC1(C)CC(=O)C=C(NCCc2ccc(S(N)(=O)=O)cc2)C1	28.6	1.25	1.86
O=C(COc1ccccc1)NNC(=S)NC(=O)c1ccc(Cl)cc1Cl	62.5	-1.45	-1.41
CC1=NNC(=O)C1CC(=O)N/N=C(/C)c1cccc([N+](=O)[O-])c1 (stereo not given)	7.1	.	.
COc1ccc(C2C(C#N)=C(N)OC3=C2C(=O)CC(C)(C)C3)c(OC)c1OC (stereo not given)	-6.2	0.29	-0.05
COc1ccc(C(c2nnnn2CCc2ccccc2)N2CCN(C3CCCC3)CC2)cc1 (stereo not given)	.	1.05	1.76
Cc1nnc(SCc2cc(=O)[nH]c(N3CCCCC3)n2)s1	8.1	.	.
CCn1c2ccccc2c2cc(NC(=O)CSc3nnc(-c4cccc(OC)c4)n3N)ccc21	-29.2	0.8	3.49
Cc1sc2nc(CSCC(=O)Nc3ccccc3C#N)[nH]c(=O)c2c1C	.	0.5	-0.24
CCN1C(=O)CS/C1=C(\C#N)S(=O)(=O)c1ccccc1	-4.8	0.89	1.39
COC(=O)c1ccc(NC(=O)CSc2nnc(C)n2-c2ccccc2)cc1	-462.5	0.1	0.01
Cc1ccc(-c2nnn(CC(=O)NC3CCCc4ccccc43)n2)cc1 (stereo not given)	20.0	-0.61	-0.53
CC(=O)c1cccc(Nc2ccc(-c3ccccc3F)nn2)c1	11.1	.	.
Cc1cc(C)c(O)c(-c2cc(C(=O)NCc3ccccc3)[nH]n2)c1	52.8	-0.58	1.4
CCOC(=O)CCCOC(=O)c1ccc(S(=O)(=O)N(C)C)cc1	14.7	-0.05	-0.84
CCC(=O)N1CCc2cc(S(=O)(=O)CCC(=O)NCc3ccco3)ccc21	28.6	.	.
COc1ccc(NC(=O)C2(N(CC(C)C)C(=O)Cn3nnnc3N)CCCCC2)cc1	11.5	0.72	0.26
CCC(=O)NS(=O)(=O)c1cccnc1Nc1ccccc1Cl	3.3	0.83	0.73
CCOC(=O)N1CCN(C(=O)c2cn(C)c3ccc(S(=O)(=O)N4CCCC4)cc3c2=O)CC1	.	-0.33	-0.44
Cc1ccc(-c2csc(NC(=O)Cc3ccc(F)cc3)n2)o1	?	.	.
N#CCSc1nc2c(c(C3CC=CCC3)c1C#N)CCC2 (stereo not given)	-21.1	-1.22	-0.2
Cc1cccc(C)c1NC(=O)CN1C(=O)NC(C)(CCc2ccccc2)C1=O (stereo not given)	-17.6	.	.
Cn1cccc1C(=O)Nc1nccs1	.	1.42	0.83
CCOc1ccc(NC(=O)c2cnsn2)cc1	7.9	0.14	-0.23
COc1cccc(/C=C2\SC(=N)N(c3ccc(F)cc3)C2=O)c1	42.9	.	.
COc1ccc(CSCC(=O)N/N=C/c2ccc(OCC(=O)N3CCCCC3)cc2)cc1	0.0	0.09	-0.25
COc1ccc(N2CCN(C(=O)c3c(C)nn(-c4ccccc4)c3C)CC2)cc1	-8.3	0.19	-0.16
O=S(=O)(c1ccc(F)cc1)N1CCN(C(=S)NC2CCCC2)CC1	10.8	0.03	-0.73
OCCn1c(-c2ccccc2)csc1=Nc1ccccc1	14.3	-0.73	-1.13
O=S(=O)(c1ccccc1)N1CCN(c2cc(-c3ccccc3)nc3ncnn23)CC1	35.5	-0.27	-0.08
